# USP2a inh – qHTS Assay for Inhibitors of Ubiquitin-specific Protease USP2a Using CHOP2 as the Reporter; USP2 core, Ub-CHOP2 coupled fluorogenic reporter, 485/531; hit rate 0.01% among 330,000; Ubiquitin carboxyl-terminal hydrolase 2 (Homo sapiens), O75604; AID 463254, 2010; Potency, µM (titrated, usually from 38.3 µM), for inactives: at the top dose activity change, negative = inhibition, hits mostly inhibitors;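 further: potency means the concentration at half of the fitted maximal effect; plate controls were DMSO wells for no effect and full inhibition by NEM control for full effect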
#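 Cell-free coupled assay: 10nM USP2 core preincubated 30min RT with compound in Tris-HCl pH 8.0/CaCl2/CHAPS buffer, then 25nM Ub-CHOP2 and 25nM reporter substrate; fluorescence (Ex 485/Em 531) read after 60min RT, normalized to NEM inhibition, concentration-response curves fitted.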
# B2AR arrestin – qHTS assay of beta-arrestin-biased ligands of beta2-adrenergic receptor | Beta-2 adrenergic receptor (Homo sapiens), P07550 | Potency, µM (top dose mostly 46.1 µM), for the others: top-dose activation, most hits filed as activators | beta-arrestin recruitment to beta2AR, cell-based reporter | hit rate 0.02% among 330,000;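 further: potency means the concentration at half of the fitted maximal effect; 0% = DMSO controls and full agonism = EC100 isoproterenol or metaproterenol; nearly all actives have a fitted effect of over 65% in size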
# Eya2 inh – qHTS Assay for Inhibitors of the Phosphatase Activity of Eya2; Protein phosphatase EYA2 (Homo sapiens), O00167; recombinant Eya2, OMFP fluorescence dephosphorylation (OMFP is methylfluorescein phosphate); Potency, µM (series often up to 76.9 µM), without a hit: at the highest dose activity, negative = inhibition, actives largely listed as inhibitors; hit rate 0.006% among 330,000; further: potency means the concentration at half of the fitted maximal effect; on the % scale 0 is the no-effect control and ±100 the full control effect
#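 Eya2 protein (added as 0.2 uM solution) was preincubated with compound for 10 min at ambient temperature in 50 mM HEPES pH 7.5, 50 mM NaCl, 5 uM MgCl2, 0.05% BSA, 1 mM DTT. OMFP (added at 50 uM) then reacted 10 min; fluorescence read at 485/525 nm.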
# Integrin act MD – qHTS for Activators of Integrin-Mediated Alleviation for Muscular Dystrophy | alpha7betagal myoblasts, beta-gal FDG fluorescence, 48 h | Potency, µM (highest dose often 38.3 µM), inactives show top-dose activation, actives largely listed as activators | hit rate 0.064% among 350,000 | AID 624291, 2012;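 further: potency means the concentration at half of the fitted maximal effect; 100% = response of the positive control SU9516; nearly all actives have a fitted effect of over 60% in size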
#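 Alpha7betagal+/- myoblasts (passage 13) were plated 16-24 hr, then exposed to compounds (1:260 dilution of DMSO stock) for 48 hours at 37C. After MPER lysis, β-galactosidase reporter activity was read as FDG fluorescence (ex 480/em 540) after 30 minutes.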
# p53 reactivator – qHTS assay for re-activators of p53 using a Luc reporter; H1299 p53-A138V BP100-luciferase reporter, luminescence, 24 h; hit rate 0.063% among 320,000; Potency, µM (titrated, usually from 92.2 µM), for inactives: at the highest dose activity change, positive = activation, hits mostly activators; AID 504706, 2011; further: potency means the concentration at half of the fitted maximal effect; % of control where 0% means no effect; nearly all actives have a fitted effect of over 45% in size
#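 H1299 (p53-null), stable ts p53-A138V + BP100-Luc; 1000 cells/well, Opti-MEM/10% FBS; cpd 4 pt, 1:5; 24 h, 37 deg C, 5% CO2; detection reagent 10 min RT; luminescence.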
# ELG1 genotox – qHTS screen for small molecules that induce genotoxicity in human embryonic kidney (HEK293T) cells expressing luciferase-tagged ELG1; HEK293T ELG1-luciferase reporter, luminescence, 16 h; Potency, µM (highest dose often 46 µM), without a hit: top-dose activity change, positive = activation, most hits filed as activators; hit rate 1.3% among 330,000; further: potency means the concentration at half of the fitted maximal effect; % of control where 0% means no effect; nearly all actives have a fitted effect of over 60% in size
#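 Reporter readout depends on ELG1 protein level, which increases with genetic stress. After 16 hr compound exposure at 37 °C, luciferase activity was quantified using ONE-Glo.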
# S-ASM inh – Inhibitors of Secretory Acid Sphingomyelinase (S-ASM): qHTS; AID 504937, 2011; placental ASM, HMU-PC fluorogenic substrate, 60 min; Sphingomyelin phosphodiesterase (Homo sapiens), P17405; Potency, µM (titrated, usually from 57.5 µM), for the others: at the top dose activity change, negative = inhibition, most hits filed as inhibitors; hit rate 0.006% among 340,000; further: potency means the concentration at half of the fitted maximal effect
# Target sequence (P17405 47-631 limits assumed): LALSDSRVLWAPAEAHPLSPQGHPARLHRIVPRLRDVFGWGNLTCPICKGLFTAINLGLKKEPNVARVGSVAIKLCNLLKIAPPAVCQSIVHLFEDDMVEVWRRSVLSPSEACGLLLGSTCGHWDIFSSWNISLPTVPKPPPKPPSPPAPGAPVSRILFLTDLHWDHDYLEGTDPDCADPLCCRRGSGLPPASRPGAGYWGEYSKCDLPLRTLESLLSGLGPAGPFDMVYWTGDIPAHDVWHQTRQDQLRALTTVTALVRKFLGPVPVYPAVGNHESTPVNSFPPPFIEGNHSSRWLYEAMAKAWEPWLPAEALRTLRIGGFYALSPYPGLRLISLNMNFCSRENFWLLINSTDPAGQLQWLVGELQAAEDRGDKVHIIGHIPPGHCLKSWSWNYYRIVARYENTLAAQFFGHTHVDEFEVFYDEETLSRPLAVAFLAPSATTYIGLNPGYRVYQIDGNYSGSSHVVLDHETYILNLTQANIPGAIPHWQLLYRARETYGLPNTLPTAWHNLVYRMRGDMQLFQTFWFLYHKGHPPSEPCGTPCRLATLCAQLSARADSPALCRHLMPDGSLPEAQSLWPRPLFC
#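 Human placenta-derived ASM preincubated with compound 10 min at room temperature, then reacted with 9 uM (final) fluorogenic HMU-PC substrate for 60 min at 37 C. Stop solution raises pH to 10; fluorescence read at Ex 386/Em 447 nm.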
# TSG101-PTAP inh – qHTS Assay for Iinhibitors of HIV-1 Budding by Blocking the Interaction of PTAP/TSG101. 340,000 tested, under 10 active. Fluorescence polarization, FITC-PTAP peptide / Tsg101 binding. Tumor susceptibility gene 101 protein (Homo sapiens), Q99816. Potency, µM (top dose mostly 115 µM), inactives show top-dose activity change, negative = inhibition, most hits filed as inhibitors; active means well fitted inhibition curve with a large enough effect in the main read-out, with a control signal flat, not every such curve was filed as active; inconclusive means small, poorly fitted or top-dose-only effect, or effect the other way, or a change in a side signal; inactive means no such curve, though single readings can be large or run the other way; further: potency means the concentration at half of the fitted maximal effect; % of control where 0% means no effect
# Target sequence (Q99816 whole entry, looked up): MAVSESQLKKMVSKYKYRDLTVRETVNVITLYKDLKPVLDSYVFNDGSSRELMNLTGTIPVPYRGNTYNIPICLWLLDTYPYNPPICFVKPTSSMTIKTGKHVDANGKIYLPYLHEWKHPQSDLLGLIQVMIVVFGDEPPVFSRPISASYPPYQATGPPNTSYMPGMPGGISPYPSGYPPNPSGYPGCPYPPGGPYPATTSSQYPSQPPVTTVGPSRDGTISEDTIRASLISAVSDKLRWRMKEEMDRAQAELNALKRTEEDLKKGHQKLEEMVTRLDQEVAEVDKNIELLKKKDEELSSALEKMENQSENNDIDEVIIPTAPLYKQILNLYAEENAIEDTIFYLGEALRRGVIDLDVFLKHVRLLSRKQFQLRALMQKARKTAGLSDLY
#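 Tsg101 binding domain (10 uM final) was mixed with compound and a FITC-labeled PTAP peptide (50 nM final) in HEPES pH 7.5 buffer with NaCl, Tween 20, EDTA and TCEP; fluorescence polarization was read after 20 min at r.t.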
# BRCA1 expr act – qHTS Assay to Identify Small Molecule Activators of BRCA1 Expression; MCF7-BRCA1-FFLuc reporter, luminescence, 48 h; response scale: scaled: vehicle 0%, 10 µM genistein 100%; Potency, µM (top dose mostly 46.1 µM), for inactives: at the top dose activation, usual class: activators; hit rate 1.1% among 380,000; AID 624202, 2012; further: potency means the concentration at half of the fitted maximal effect; nearly all actives have a fitted effect of over 80% in size; some results filed as inactive show a strong effect at the top dose
#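 MCF7 cells carrying a BRCA1-firefly luciferase reporter (2000 cells/well, phenol-red free MEM) were attached for 2 h at 37 °C, then given compounds for 48 h. Luminescence was read 15 min after luciferase reagent; activity normalized to genistein (10 microM) and DMSO.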
# TRPV1 agonist – HTS Assay for Compounds that Act as Agonists of the Vanilloid Receptor 1; Transient receptor potential cation channel subfamily V member 1 (Homo sapiens), Q8NER1; TRPV1-expressing cells, Fluo-8 calcium influx, agonist mode; hit rate 0.19% among 320,000; activation, % at 8.33 µM; in the data active means activation above about 80%; inconclusive means between about 30% and that limit; further: 0% is about no effect
#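 TRPV1-expressing cells were cultured overnight at 35.5C and loaded with Fluo-8 calcium dye for 40 to 90 min at room temperature. After a 10 s baseline, compound was added and calcium influx was read kinetically for 3 min (ex 480/em 520 nm).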
# uPA surface inh – qHTS for Inhibitors of Cell Surface uPA Generation | cell surface uPA generation assay, qHTS | Potency, µM (titrated, usually from 38.3 µM), without a hit: at the highest dose activity change, negative = inhibition, usual class: inhibitors | hit rate 0.31% among 330,000 | AID 540303, 2011; active means well fitted inhibition curve with a large enough effect; inconclusive means small, poorly fitted or top-dose-only effect; inactive means no such curve, though single readings can be large or run the other way; tested in mouse RAW 264.7 cells; further: potency means the concentration at half of the fitted maximal effect; on the % scale 0 is the no-effect control and ±100 the full control effect; nearly all actives have a fitted effect of over 55% in size
# The depositor's hits bear a star; ? = inconclusive; / = not tested or not shown; & = joins results of further samples; [ ] = remark or other dose. Unless noted, the call rests on the fitted dose curve; in most records, active means well fitted curve in the direction sought with a large enough effect; inconclusive means small, poorly fitted or top-dose-only effect, or another doubt; inactive means no such curve, though single readings can be large; an effect the other way counts as inactive or inconclusive.
SMILES,USP2a inh,B2AR arrestin,Eya2 inh,Integrin act MD,p53 reactivator,ELG1 genotox,S-ASM inh,TSG101-PTAP inh,BRCA1 expr act,TRPV1 agonist,uPA surface inh
Cc1cc(C)cc(NC(=O)Cn2nnc(C(=O)NCCc3ccccc3)c2N)c1,1%,0.2%,2%,22%,-4%,0%[9.26 µM],-4%,0%,7%&-10%,0,19%
CC[C@@H]1CC=C[C@H]2[C@H]1C(=O)N(Cc1ccccc1)[C@H]2c1ccc(OC)c(Cl)c1,1%,-0.1%,-8%,10%,-4%,-8%,-5%,1%,-35%,14,-10%
CCOC(=O)C1(CCOc2ccccc2)CCN(Cc2nccn2CC)CC1,0%,-0.4%,6%,0%,-1%,-9%,-2%,-1%,-24%,8,-2%
CCOC(=O)c1ccc(Cl)c(S(=O)(=O)N2CCCC2)c1,2%,0.0%,-2%,-6%,-3%,-2%,4%,-2%,7%,4,-3%
CC1(C)Oc2nc3ccccc3n2/C1=C\C#N,0%,-0.6%,-3%,-1%,-8%,3%,3%,-4%,-3%,4,-4%
COC(=O)[C@@H]1C[C@@H]2CC[C@@H](O)C[C@@H]2N1Cc1ccc(OC)cc1,-4%,-0.8%,?,-2%,-3%,3%,3%,2%,0%,2,13%
O=C(Cn1nc(C(F)(F)F)c2c1CCC2)N1CCN(c2ccccc2)CC1,0%,0.1%,8%,-21%,-3%,-2%,0%,-13%,2%,1,/
CCCn1c(C)cc(=O)c2cc(NC(=O)c3ccccn3)ccc21,0%,0.3%,12%,-3%,-17%,-5%,0%,1%,-44%,5,2%
CN1CCN(C(=O)c2c(O)c3cccc4c3n(c2=O)CC4)CC1,1%,-0.4%,-4%,5%,7%,-1%,2%,-4%,-2%,0,-1%
O=S(=O)(c1cc(Cl)cc(Cl)c1)N1CCCC1c1nc2ccccc2s1 (configuration not stated),1%,-0.9%,-9%,1%,-7%,-3%,-1%,-1%,-22%,5,2%
Cc1cccc(NC(=O)C2Cc3ccccc3O/C2=N\O)c1 (configuration not stated),3%,-0.9%,12%,2%,?,15%,2%,-1%,76%,-2,2%
O=C(NC1(C(F)(F)F)N=C2SCCN2C1=O)c1ccccc1 (configuration not stated),1%,-0.4%,24%,13%,-2%,-2%,4%,-2%,-1%[1.84 µM],4,3%
Cn1cccc1/C=C1\SC(=Nc2ccc(O)cc2)NC1=O,6%,-0.8%,0%,-19%,?,16µM*,0%,1%,-6%,4,?
Cn1c(SCC(=O)Nc2cccnc2Cl)nnc1-c1ccco1,1%,-0.9%,3%,5%,-1%,-2%,1%,-2%,-12%,/,3%
COC(=O)[C@@H]1C[C@]2(Br)c3ccccc3N(S(=O)(=O)c3ccccc3)[C@@H]2N1C(=O)OC,/,/,/,2%,/,/,0%,1%,0%,/,-12%
O=C(Sc1cccc2cccnc12)c1ccc(F)cc1,1%,0.1%,-6%,/,4%,?,/,/,/,-6,/
CCOC(=O)C1(Cc2ccc(Cl)cc2)CCN(Cc2cnc(N)nc2)CC1,-8%,-0.7%,-12%,0%,-2%,-1%,2%,-3%,-26%,12,-1%
C#Cc1ccc([C@@H]2C=C(C(=O)N3CCN(Cc4ccc5c(c4)OCO5)CC3)O[C@H](OCC)[C@H]2CCCO)cc1,-7%,-1.2%,-18%,6%,-2%,-6%,2%,-14%,-46%,?,?
CSc1ncccc1C(=O)OCc1cccc([N+](=O)[O-])c1,0%,-0.1%,11%,-18%,?,4%,-3%,-6%,-13%,-6,-5%
CCc1nnc(NC(=O)[C@@H](NC(=O)c2cc(OC)cc(OC)c2)C(C)C)s1,0%,-0.5%,-2%,40%,-2%,0%,4%,-2%,3%,-3,-3%
CCCCCC(=O)OC(CN1CCCCC1)CN1CCCC1=O (configuration not stated),-3%,-0.9%,-1%,15%,-4%,2%,7%,-1%,-9%,1,2%
COC(=O)C1=CN(C2CCCCC2)C=C(C(=O)OC)C1c1ccc2c(c1)OCO2,6%,0.2%,3%,10%,2%,2%,/,-1%,-28%,?,-11%
CSc1ccccc1NC(=O)CN(C)CC(=O)Nc1ccccc1C(F)(F)F,-1%,-0.4%,11%,0%,0%,-1%,0%,-1%,-19%,9,2%
O=C(COC(=O)CNC(=O)c1sc2ccccc2c1Cl)Nc1c(Cl)cc(Cl)cc1Cl,1%,-0.3%,9%,?,7%,2%,-5%,-1%,-1%,3,4%
CC(OC(=O)c1ccccc1NS(=O)(=O)c1cccc(N)c1)C(=O)N(C)Cc1ccccc1 (configuration not stated),-4%,0.4%,-7%,-6%,-8%,-5%,-1%,0%,-48%,10,-8%
CC(C)c1nc(C(=O)N2CCCC(CCC(=O)N(C)CCc3ccccn3)C2)cs1 (configuration not stated),-1%,-0.2%,0%,-6%,-1%,0%,6%,-8%,-2%,2,-2%
O=C(Cc1ccc(Cl)cc1)Nc1cccc2ncccc12,9%,0.2%,3%,-28%,-4%,-10%,-1%,-3%,3%,2,-7%
CSc1ccccc1NC(=O)C1CC(c2ccccc2Cl)=NO1 (configuration not stated),-1%,0.2%,5%,4%,16%,11%,-3%,-3%,22%,13,4%
O=C(N/N=C/c1ccco1)C1CC1(c1ccccc1)c1ccccc1 (configuration not stated),-2%,-0.9%,-1%,-5%,-8%,-7%,-3%,-8%,-24%,3,27%
COc1ccc(NC(=O)CN2C(=O)NC3(CCCCC3C)C2=O)cc1S(=O)(=O)N1CCOCC1 (configuration not stated),0%,0.0%,-5%,-6%,9%,0%,22%,-7%,3%,/,6%
CCN(CC)S(=O)(=O)c1ccc(CNC(=O)CN2C(=O)NC3(CCc4ccccc43)C2=O)cc1 (configuration not stated),1%,-0.1%,-6%,8%,4%,-1%,-1%,-3%,19%,-1,7%
COc1cc2oc(=O)ccc2c(OC)c1CC(O)C(C)(C)O (configuration not stated),10%,0.0%,2%,3%,-2%,1%,1%,-3%,-22%,3,2%
COc1cccc(CN2CCN(C(c3ccccc3)c3ccccc3)CC2)c1O,-1%,0.0%,-23%,3%,-15%,-7%,-5%,0%,-4%,12,0%
N#Cc1nc(-c2ccccc2F)oc1NCCN1CCOCC1,-1%,0.1%,9%,-12%,7%,8%,3%,-1%,-3%,5,-12%
C[C@H]1NC(=O)[C@@]2(C)[C@@H](c3ccccc3)[C@H]3COc4ccccc4[C@@H]3N2C1=O,-1%,0.1%,10%,19%,-1%,1%,-1%,-4%,-7%,1,-7%
Fc1ccc(COc2ccc(C(=S)N3CCCC3)cc2)cc1,-1%,0.1%,-24%,8%,-4%,?,2%,0%,?,9,13%
C/C(=N\O)c1ccn(S(=O)(=O)c2ccc(Cl)cc2)c1,1%,-0.1%,11%,-24%,-3%,-7%,9%,-6%,2%,1,14%
CCOC(=O)C1(Cc2ccccc2)CCN(Cc2cccc(OC)c2O)CC1,0%,-0.5%,3%,-12%,6%,-8%,-2%,-3%,-21%,23,4%
O=C(O)c1ccc(/C=C2\SC(=S)N(NC(=O)c3ccccc3[N+](=O)[O-])C2=O)cc1,2%,-1.1%,?,0%,5%,1%,-6%,-4%,2%,-6,-3%
CCOC(=O)C1ON2CCCCC2C1(O)C(F)(F)F (configuration not stated),0%,0.3%,18%,-5%,6%,1%,1%,-3%,-5%,-1,-1%
CNc1c(NC(=O)COc2ccc(Cl)cc2)c(=O)oc2ccccc12,4%,-0.2%,-4%,13%,0%,-3%[9.26 µM],1%,-5%,-31%,1,5%
